Gli-Sufu antag: Gli-Sufu pathway antagonists, primary screen, luciferase luminescence, Sufu-KO-LIGHT cells, uHTS. inhibition, % at 5 µM. 340,000 compounds, 0.74% hits. AID 588413, 2011. Sufu-KO-LIGHT fibroblasts, Gli luciferase reporter luminescence;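 active = inhibition above about 55%, limit read from the data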;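 note: 0% = DMSO-treated cells and 100% = wells with medium but no cells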
UPR CHOP act: activators of apoptotic CHOP UPR arm, primary screen, cell-based, CHO-CHOP luciferase reporter, luminescence, uHTS; 330,000 compounds, 0.34% hits; AID 449763, 2010; UPR activation; percent of tunicamycin response over DMSO baseline; activation, % at 10 µM;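 active = at 10 µM dose, activation of 40% or more, normalized to positive control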;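 note: 100% = tunicamycin at 10 µg/mL and 0% = DMSO alone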
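Material: CHO-CHOP cells, stable luciferase reporter of PERK-eIF2a-CHOP signalling; quantity: 500 reporter cells seeded per well; buffer or medium: F12 medium containing 10% fetal bovine serum; compound: one dose, 10 µM in 0.5% DMSO; incubation: 6 h compound treatment, 37 °C; measured by: Steady-Glo luciferase luminescence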
Jurkat NFkB inh: inhibitors of induced NF-kB luciferase reporter, primary screen, TCR NF-kB activation inhibitor project, cell-based, luminescence, uHTS. Jurkat, PMA/ionomycin-induced NF-kB luciferase reporter. inhibition, % at 4 µM. 330,000 compounds, 0.53% hits; in the data active = inhibition above about 50%
CCR6 antagonist: CCR6 receptor antagonists, primary screen, cell-based, CHO-K1, luminescence, beta-arrestin, uHTS | AID 493098, 2011 | inhibition, % at 20 µM | C-C chemokine receptor type 6 (Homo sapiens), P51684 | 340,000 compounds, 0.49% hits | CHO-K1 CCR6 PathHunter beta-arrestin, CCL20-stimulated;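 active = compounds whose inhibition of the agonist-driven luminescence signal at 20 µM reaches about 50%, limit read from the data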;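 note: cells stimulated with CCL20 at 14 nM final; plate controls were DMSO with CCL20 for no effect and DMSO without agonist for full effect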
Target sequence (P51684 whole entry, looked up): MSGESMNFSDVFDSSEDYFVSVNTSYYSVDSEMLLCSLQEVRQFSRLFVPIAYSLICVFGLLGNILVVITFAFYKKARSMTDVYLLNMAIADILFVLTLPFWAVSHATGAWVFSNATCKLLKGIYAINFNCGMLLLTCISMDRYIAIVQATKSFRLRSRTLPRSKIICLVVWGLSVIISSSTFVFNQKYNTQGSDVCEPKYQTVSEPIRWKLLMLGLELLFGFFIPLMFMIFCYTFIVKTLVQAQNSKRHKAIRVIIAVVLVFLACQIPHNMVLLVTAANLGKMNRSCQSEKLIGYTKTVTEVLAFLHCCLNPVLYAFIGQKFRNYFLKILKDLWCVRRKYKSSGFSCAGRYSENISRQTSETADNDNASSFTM
Mdm2-MdmX inh: inhibitors of human Mdm2-MdmX association, primary screen, cell-based, luminescence, split luciferase, SaOS-2, uHTS; 330,000 compounds, 3% hits; SaOS-2 split-luciferase Mdm2/MdmX complementation; inhibition, % at 8 µM;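 active = inhibition of at least 50% at 8 µM in the primary screen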
UPR XBP1 act: activators of adaptive XBP1 UPR arm, primary screen, cell-based, CHO-XBP1 luciferase reporter, luminescence, uHTS | 330,000 compounds, 0.33% hits | IRE1-XBP1 UPR activation; percent of tunicamycin response, DMSO as zero | activation, % at 20 µM;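 active = versus positive control, 20 µM dose yields 30% or more activation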;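 note: 100% = tunicamycin at 10 µg/mL and 0% = DMSO only wells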
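assay system = CHO-XBP1 luciferase reporter cells | amount = 1000 cells/well | buffer or medium = F12 plus 10% FBS | compound dosing = single point, 20 µM final compound, 1% DMSO | incubation = 16-18 h cell attachment at 37 °C, then 6 h compound exposure | detection = Steady-Glo luminescence read | controls = tunicamycin 10 µg/mL and vehicle-only wells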
EBI2 antag: EBI2 receptor antagonists, beta-arrestin recruitment, primary screen, cell-based, luminescence, 7a,25-OHC stimulation, uHTS | G-protein coupled receptor 183 (Homo sapiens), P32249 | AID 651636, 2012 | inhibition, % at 5 µM | 7a,25-OHC stimulated | 360,000 compounds, 0.81% hits; in the data active = inhibition above about 38%;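 note: enzyme fragment complementation signal reports receptor beta-arrestin coupling in cells; 0% = agonist plus DMSO wells and 100% = wells without agonist; some results beyond the cut were filed as inactive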
Target sequence (P32249 whole entry, looked up, the tested form may be a part): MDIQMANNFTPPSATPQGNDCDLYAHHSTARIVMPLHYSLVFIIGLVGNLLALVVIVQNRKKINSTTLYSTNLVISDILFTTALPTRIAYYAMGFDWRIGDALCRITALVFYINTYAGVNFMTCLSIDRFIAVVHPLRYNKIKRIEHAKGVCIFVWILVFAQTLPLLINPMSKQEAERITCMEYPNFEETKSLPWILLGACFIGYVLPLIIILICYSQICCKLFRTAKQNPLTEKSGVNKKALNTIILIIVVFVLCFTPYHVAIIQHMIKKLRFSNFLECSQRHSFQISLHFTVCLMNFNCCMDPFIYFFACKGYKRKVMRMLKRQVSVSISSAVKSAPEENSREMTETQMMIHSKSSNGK
697 NFkB inh: inhibitors of PMA/ionomycin-induced NF-kB reporter, 697 cells, primary screen, B-cell NF-kB inhibitor project, cell-based, luminescence, uHTS; 697 B-cell NF-kB luciferase reporter, 16 h; inhibition, % at 4 µM; 330,000 compounds, 0.33% hits; AID 435022, 2010; in the data active = inhibition above about 35%
CXCR6 inh: CXCR6 receptor inhibitors, primary screen, cell-based, beta-arrestin, luminescence, CHO-K1 PathHunter, 1536-well; inhibition, % at 20 µM; C-X-C chemokine receptor type 6 (Homo sapiens), O00574; 360,000 compounds, 0.36% hits; AID 602244, 2012; in the data active = inhibition above about 34%, passing the limit was not always enough;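 note: antagonist mode with CXCL16 agonist at 10 nM final; 0% = 10 nM CXCL16 with DMSO and 100% = unstimulated wells without agonist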
Target sequence (O00574 whole entry, looked up): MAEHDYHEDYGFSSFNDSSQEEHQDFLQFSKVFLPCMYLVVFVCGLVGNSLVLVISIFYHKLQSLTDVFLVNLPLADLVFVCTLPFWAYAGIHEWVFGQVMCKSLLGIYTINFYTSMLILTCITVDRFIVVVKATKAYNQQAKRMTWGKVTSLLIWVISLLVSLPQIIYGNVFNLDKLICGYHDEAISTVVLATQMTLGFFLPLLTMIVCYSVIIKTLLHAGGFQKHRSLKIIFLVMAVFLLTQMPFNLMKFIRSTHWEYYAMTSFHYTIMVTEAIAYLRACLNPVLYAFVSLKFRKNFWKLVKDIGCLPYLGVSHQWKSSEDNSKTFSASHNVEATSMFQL
The depositor's hits bear a star; / = no result given. An excerpt (hit frequency here may not be typical).

Values run as follows: Gli-Sufu antag	UPR CHOP act	Jurkat NFkB inh	CCR6 antagonist	Mdm2-MdmX inh	UPR XBP1 act	EBI2 antag	697 NFkB inh	CXCR6 inh
- COc1cccc(CNCCc2ccccc2)c1OC
  15.2	-1.5	-5.6	7.0	2.1	-1.6	-6.7	3.1	-3.7
- COc1ccc(C(CNC(=O)CCc2ccsc2)N(C)C)cc1 (stereo not drawn)
  -4.5	1.0	11.7	20.4	-0.4	-2.6	7.6	11.5	-7.9
- COC(=O)C1=C(c2c(C)noc2C)C[C@@H]2CC[C@H]1N2C(=O)NCc1ccc(F)cc1
  -4.8	0.8	17.0	-4.2	10.0	-2.6	-6.9	2.1	1.0
- CC(C)CCNC(=O)c1c(N)n(Cc2ccc3c(c2)OCO3)c2nc3ccccc3nc12
  -0.5	0.9	-6.6	-30.3	24.0	4.7	47.7*	3.9	1.3
- CSC1=NP(=S)(SC)N(C)c2nc3n(c21)CCC3 (stereo not drawn)
  3.1	1.5	-2.2	-2.3	27.2	0.5	/	-13.1	/
- CCCCCn1c(=O)c(C(=O)NCc2ccccc2Cl)c(O)c2ccccc21
  /	1.8	-16.6	8.5	27.5	-2.1	-14.5	-4.6	4.0
- Cc1ccccc1O
  -1.7	1.2	5.6	-3.4	-7.5	-3.8	-7.0	10.1	1.4
- c1ccc2c(CNC3CCCCCC3)c[nH]c2c1
  1.4	1.7	-14.2	13.3	42.2	3.4	-0.2	2.9	-5.2
- O=C1C2CCCC1C(N1CCCCC1)CC2 (stereo not drawn)
  -14.2	1.8	3.0	3.6	0.3	-0.9	-6.0	1.0	1.5
- COc1cc([N+](=O)[O-])c2nc(C)ccc2c1[N+](=O)[O-]
  3.5	/	/	-4.9	/	/	-36.0	/	-4.1
- CC1(C)C2SCC(=O)N2CCN1CC(=O)NN (stereo not drawn)
  -0.5	0.4	-11.9	-6.1	-29.7	1.2	-0.5	-10.5	1.1
- CC1CCSP(=O)(Oc2ccccc2)O1 (stereo not drawn)
  -1.9	-0.6	-8.2	-11.2	12.5	2.0	-2.1	8.2	6.9
- COc1ccc(/C=C2/C(=O)NC(=O)N(C3CCCCC3)C2=O)cc1CSc1ccccn1
  /	1.3	-5.1	/	29.6	-0.7	/	10.0	/
- CN[C@@H]1C[C@@H](c2ccc(Cl)c(Cl)c2)c2ccccc21
  /	0.1	19.8	/	82.2*	-7.3	/	14.8	/
- CC(NCC#Cc1ccccc1)C(O)c1ccccc1 (stereo not drawn)
  30.3	-0.5	-19.8	13.8	-13.1	0.6	-0.4	-53.2	-2.4
- CC1(C)CC(=O)C(C=NCCN2CCN(C(=O)Cc3ccc(Cl)cc3)CC2)=C(O)C1
  4.5	-2.8	4.5	6.2	-14.6	0.2	0.9	0.0	-4.4
- O=c1c2ccccc2nc(/C=C/c2ccccn2)n1-c1ccccc1
  3.7	1.2	17.3	13.0	7.8	-3.7	-1.5	11.5	-0.5
- Cc1cccc(NP(=O)(Oc2ccccc2F)Oc2ccccc2F)c1C
  0.7	1.2	5.6	4.1	32.1	-3.4	26.8	12.8	-8.2
- CCCCn1c(O)c(/C=N/NC(=O)c2ccncc2)c(=O)[nH]c1=O
  1.4	-0.7	-2.9	20.3	-2.3	3.1	-3.6	11.5	1.4
- COc1ccc(-n2c(/C=C/c3ccc(O)cc3)nc3ccccc3c2=O)cc1
  -3.6	0.8	1.7	12.0	50.2*	-3.0	0.2	4.2	11.4
- CCC(C)n1c(O)c(C=NCC2CCCO2)c(=O)[nH]c1=S (stereo not drawn)
  5.5	-0.5	-14.1	10.6	16.9	-2.0	-14.3	4.2	-8.4
- CCCCCCC(=O)N/N=C/c1c(O)n(CCc2ccccc2)c(=O)[nH]c1=O
  2.4	-3.0	-12.6	10.2	59.1*	-1.6	-14.4	15.8	5.8
- COC(=O)C(O)(c1ccc(NC(=S)NC(=O)c2ccccc2)cc1)C(F)(F)F (stereo not drawn)
  -0.3	0.2	3.9	34.2	18.6	4.4	12.5	-32.2	11.7
- COC(=O)C1=C(c2ccccc2)C[C@@H]2CC[C@H]1N2C(=O)NC1CCCCC1
  -0.5	-2.6	7.9	4.5	-3.5	-0.5	-2.3	-11.0	9.1
- CCCCNc1ccncc1S(=O)(=O)NC(=O)NC(C)C
  2.1	-1.8	3.2	-13.8	1.0	-4.5	-9.2	-17.7	-12.0
- CC(C)OP(=O)(Oc1ccc(C(O)C(Cl)(Cl)Cl)cc1)OC(C)C (stereo not drawn)
  42.4	0.5	-11.7	-6.2	24.0	0.7	-9.9	-2.7	3.5
- CSc1nnc([C@@H](N)Cc2c[nH]c3ccccc23)o1
  33.4	-2.1	-2.1	5.5	-4.1	-3.0	-5.4	7.7	-0.8
- Cc1ccc(N2C(=O)NC(=O)C3(Cc4ccccc4N4CCCC43)C2=O)cc1 (stereo not drawn)
  4.2	0.6	0.8	-3.2	-27.3	1.0	-9.1	24.9	-0.6
- CC(C)N(CC#CCC1(O)c2ccccc2-c2ccccc21)C(C)C
  6.8	1.4	-9.8	4.0	16.9	1.8	-9.6	16.2	-2.7
- COc1cccc(C(=O)C2CCCN(Cc3ccccn3)C2)c1 (stereo not drawn)
  8.8	-0.1	0.5	5.3	-4.2	1.0	-15.7	3.6	0.5
- CCCCOC(=O)C1=C(N)OC2=C(C(=O)CC(C)(C)C2)[C@]12C(=O)N(C)c1ccccc12
  2.4	-1.0	3.1	-4.2	11.2	0.0	1.3	9.3	-13.0
- CCC1(CC)COP(=O)(OCC(Cl)CCl)OC1 (stereo not drawn)
  4.0	/	/	0.5	/	/	-2.9	/	1.2
- COc1ccc(-n2c(O)c(C=NCCN3CCN(C(C)=O)CC3)c(=O)[nH]c2=S)cc1
  -8.5	-0.4	12.9	13.3	8.1	-2.1	-4.8	9.8	-2.0
- Cc1ccc2c(c1)=C/C(=C\c1c(O)[nH]c(=S)[nH]c1=O)C(=O)N=2
  /	4.7	0.8	/	0.1	-0.9	/	14.6	/
- O=c1cccc2n1CC1CNC[C@H]2C1
  3.0	1.4	15.6	11.4	-15.9	-4.6	5.3	-12.0	2.7
- O=C1/C(=C\c2ccncc2)N2CCC1CC2
  30.6	-1.6	2.3	3.8	22.5	0.1	0.6	24.8	-0.2
- Cc1ccccc1NC(=NCCCN1CC1)Nc1ccccc1C
  -0.9	/	/	2.0	/	/	-5.9	/	5.4
- O=c1[nH]c(=S)[nH]c(O)c1N=Nc1cc2c(cc1[N+](=O)[O-])OCO2
  1.6	-0.2	-4.0	28.7	33.7	-1.9	10.7	4.8	16.8
- COc1cc2c(cc1OC)C(C(=O)N1CCC3(CC1)OCCO3)C(c1ccccc1F)N(C)C2=O (stereo not drawn)
  -12.1	-0.4	10.3	-18.8	18.1	-0.7	-4.2	-1.1	5.2
- COc1ccc(C=C2C(=O)NC(=S)NC2=O)cc1OC
  4.2	/	/	-4.4	/	/	-4.4	/	6.2
- COc1ccccc1NC1(C#N)CCCCC1
  -9.9	-1.2	7.6	11.5	2.1	1.1	-2.6	15.3	3.8
- O=C(COC(=O)Cc1ccccc1)Nc1ccc(Cl)cn1
  9.9	-0.7	19.2	-0.6	11.4	-0.8	6.0	-8.5	11.9
- CCOC(=O)C1(CCc2ccccc2)CCN(Cc2csc(C(C)=O)c2)CC1
  53.4	-1.8	26.5	16.8	22.8	-0.9	21.7	-45.0	-12.9
- CCC(=NCCc1c[nH]c2ccccc12)c1c(O)n(-c2ccc(C)cc2)c(=O)[nH]c1=O
  -7.0	-2.5	6.1	14.9	12.5	-1.3	4.0	-21.1	-5.8
- COc1cc2c(cc1/C=C/[N+](=O)[O-])OCO2
  -3.8	/	/	25.3	/	/	-37.9	/	15.8
- CN1OCC2Cn3c(nc4ccccc43)C21 (stereo not drawn)
  8.2	0.5	7.0	4.2	15.4	1.9	-4.7	14.7	-5.3
- O=C(CCCN1CCC(n2c(=O)[nH]c3ccccc32)CC1)c1ccc(F)cc1
  0.3	-1.2	9.0	9.1	14.7	-5.4	1.4	0.3	-1.8
- c1cc2c(cc1CCNC1C3CC4CC(C3)CC1C4)OCO2 (stereo not drawn)
  10.9	-0.3	-5.6	12.3	-21.1	0.2	5.9	10.2	1.6
- O=C(O)c1cc[c]([Hg][Cl])cc1
  -1.9	1.8	-6.9	-17.6	-13.0	-3.0	5.4	9.8	-10.2
- O=C1NC(=O)N(CCC2=CCCCC2)C(=O)/C1=C/c1ccc(O)cc1
  -6.9	-1.5	7.1	-3.9	-31.2	-0.7	-1.4	22.4	9.3

Other records:
Values run as follows: Gli-Sufu antag	UPR CHOP act	Jurkat NFkB inh	CCR6 antagonist	Mdm2-MdmX inh	UPR XBP1 act	EBI2 antag	697 NFkB inh	CXCR6 inh
- COc1ccccc1-n1c(O)c(/C=N/N2CCCCC2)c(=O)n(-c2ccccc2OC)c1=S
  -0.8	0.8	7.3	0.7	-4.0	1.4	-14.2	7.7	10.0
- CN1CCN(c2ccc(C(F)(F)F)cc2N)CC1
  -15.7	1.1	-24.6	9.6	0.8	4.3	5.4	-48.3	1.8
- O=C(Nc1cccc(OC(=O)N2CCOCC2)c1)N1CCOCC1
  0.9	1.8	-0.4	3.6	28.9	1.0	-1.6	3.2	5.4
- COc1cc(CN2CC=C(c3ccc(F)cc3)CC2)cc(OC)c1
  13.3	0.6	4.6	-7.7	7.7	-1.9	-5.2	-7.6	-1.6
- O=C1c2ccccc2C2(c3ccc(Cl)cc3)NCCN12 (stereo not drawn)
  -2.7	-1.8	-10.8	2.3	-1.3	-1.1	-9.5	-5.3	-1.4
- Nc1ccc(C2(c3ccc(N)cc3)c3ccccc3-c3ccccc32)cc1
  -12.7	1.1	-10.5	4.0	-1.5	-0.7	0.6	-10.4	2.2
- COc1cc2c3cc1Oc1cc(ccc1O)C[C@@H]1c4c(cc(OC)c(O)c4Oc4ccc(cc4)C[C@H]3N(C)CC2)CCN1C
  15.3	2.8	4.7	27.9	92.3*	8.1	8.0	-13.6	0.0
- C/C=C1/CN2[C@@H]3C4CO[C@@H]3c3c([nH]c5cc(OC)ccc35)[C@@H]2CC14 (stereo partly drawn)
  4.7	-0.3	5.7	7.2	-18.0	-0.8	-4.4	7.2	0.0
- COc1ccc(CCNCc2ccc(OC)c(OC)c2OC)cc1
  3.7	1.1	-10.4	0.2	3.1	0.3	8.7	-1.6	-11.1

Some values from the results shown:
CN1CCN(c2ccc(C(F)(F)F)cc2N)CC1 in UPR XBP1 act → 4.3
COc1ccccc1-n1c(O)c(/C=N/N2CCCCC2)c(=O)n(-c2ccccc2OC)c1=S in CCR6 antagonist → 0.7

Assay outcomes (PubChem BioAssay)
